Coupling enz = counter-screen for Giardia aldolase inhibitors: coupling enzyme system; activity change, negative = inhibition, % at 58.2 µM, hits read low; AID 2472; 0.67% of 290,000 active; coupling enzyme system counterscreen, AmpLite Red fluorescence; in the data active = activity change below about -30%
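Final compound at 57.5 uM, incubated 10 min at RT with coupling enzyme reagent (glyceraldehyde-3-phosphate), then 20 min with substrate and AmpLite Red detection. Fluorescence read at 525/598 nm; tests interference with the coupling assay, not aldolase inhibition.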
* marks the source's active call; other numbers are inactive results; & = joins results of further samples. % is scaled to controls: 0 for no effect and ±100 for the full control effect. An excerpt (hit frequency here may not be typical).

Sample of the layout, 3 compounds:
How did CC(C)OC(=O)Nc1cccc(Cl)c1 do in these assays?
Coupling enz: 0

How did CCCN(CCC)c1c([N+](=O)[O-])cc(C(F)(F)F)cc1[N+](=O)[O-] do in these assays?
Coupling enz: 0

How did COc1ccccc1CN1CC[C@@]2(CCCN(C(=O)Oc3ccccc3)C2)C1 do in these assays?
Coupling enz: 3

Results, repeating the preview:
How did CC(C)OC(=O)Nc1cccc(Cl)c1 do in these assays?
Coupling enz: 0

How did CCCN(CCC)c1c([N+](=O)[O-])cc(C(F)(F)F)cc1[N+](=O)[O-] do in these assays?
Coupling enz: 0

How did COc1ccccc1CN1CC[C@@]2(CCCN(C(=O)Oc3ccccc3)C2)C1 do in these assays?
Coupling enz: 3

How did NCCc1ccccn1 do in these assays?
Coupling enz: 2

How did C[N+]1=Cc2cc3c(cc2CC1)OCO3 do in these assays?
Coupling enz: 1

How did c1cc[n+]2c(c1)-c1cccc[n+]1CC2 do in these assays?
Coupling enz: -35*

Results for O=C(Nc1ccccc1)N1CC2(CCN(C(=O)Oc3ccccc3)CC2)C1 ?
Coupling enz: 4

How did c1cc(Cc2cnc[nH]2)ccn1 do in these assays?
Coupling enz: 0&3

How did O=C(CN1CCCCC1c1cccnc1)c1ccccc1 (configuration not stated) do in these assays?
Coupling enz: 0

Results for CCCCCC[C@H]1C(=O)O[C@H](C)[C@H](NC(=O)c2cccc(NC=O)c2O)C(=O)O[C@@H](C)[C@@H]1OC(=O)CC(C)C ?
Coupling enz: 16

What do the screens show for `C=C(CC1(CNP(=O)(c2ccccc2)c2ccccc2)CC1)c1ccccc1`?
Coupling enz: 0

How did C=CCN do in these assays?
Coupling enz: 4

Results for CC(=O)CC(c1ccccc1)c1c(O)c2cccc(O)c2oc1=O (configuration not stated) ?
Coupling enz: 13

How did CC(=O)N[C@@H]1CCSC1=O do in these assays?
Coupling enz: 0

What do the screens show for `C[C@@H]1CO1`?
Coupling enz: -1

Results for O=C(Oc1ccccc1)N1CCC2(CC1)CN(C(c1ccccc1)c1ccccc1)C2 ?
Coupling enz: 3

How did C=C1[C@@H](C)[C@H]2[C@H](Cc3ccccc3)NC(=O)[C@]23[C@H](OC(C)=O)/C=C/[C@](C)(O)C(=O)[C@@H](C)C/C=C/[C@H]3[C@@H]1O do in these assays?
Coupling enz: 4

Results for Cc1[nH]c2ccccc2c1CN(C)C ?
Coupling enz: 2

How did CNc1ccc2oc(C[C@@H]3OC4(CC[C@@H]3C)O[C@H](C(C)C(=O)c3ccc[nH]3)[C@H](C)C[C@H]4C)nc2c1C(=O)O (some centres not stated) do in these assays?
Coupling enz: -7

How did CC[C@]1(O)CC(O[C@@H]2CC(N(C)C)C(O)C(C)O2)c2c(cc3c(c2O)C(=O)c2c(O)ccc(O)c2C3=O)C1C(=O)OC (some centres not stated) do in these assays?
Coupling enz: -16

Molecules listed so far with nitrogen in an aromatic ring:
How did NCCc1ccccn1 do in these assays?
Coupling enz: 2

How did c1cc[n+]2c(c1)-c1cccc[n+]1CC2 do in these assays?
Coupling enz: -35*

How did c1cc(Cc2cnc[nH]2)ccn1 do in these assays?
Coupling enz: 0&3

How did O=C(CN1CCCCC1c1cccnc1)c1ccccc1 (configuration not stated) do in these assays?
Coupling enz: 0

Results for Cc1[nH]c2ccccc2c1CN(C)C ?
Coupling enz: 2

How did CNc1ccc2oc(C[C@@H]3OC4(CC[C@@H]3C)O[C@H](C(C)C(=O)c3ccc[nH]3)[C@H](C)C[C@H]4C)nc2c1C(=O)O (some centres not stated) do in these assays?
Coupling enz: -7

(more compounds)
Results for c1nc[n]([Sn]([CH]2CCCCC2)([CH]2CCCCC2)[CH]2CCCCC2)n1 ?
Coupling enz: 1

Results for CCN1C[C@@]2(COC)CC[C@H](OC)[C@]34[C@@H]1[C@]1(OCO[C@@]15C[C@@H](OC)C1C[C@H]3[C@H]5[C@@H]1OC)[C@H](O)[C@@H]24 ?
Coupling enz: 0

How did C[C@H](N)Cc1cnc[nH]1 do in these assays?
Coupling enz: 2

What do the screens show for `C=C1[C@@H]2CC[C@H]3[C@@]4(C)C[C@@H](O[C@@H]5O[C@H](CO)[C@H](OS(=O)(=O)O)[C@@H](OS(=O)(=O)O)[C@@H]5OC(=O)CC(C)C)C[C@@H](C(=O)O)[C@H]4CC[C@@]3(C2)[C@H]1O`?
Coupling enz: 0

What do the screens show for `CC1O[C@@H](O[C@@H]2C(O)C[C@H](O[C@@H]3C(O)C[C@@H](OC4CC[C@@]5(C)C6CC[C@]7(C)C(C8=CC(=O)OC8)CC[C@@]7(O)C6CC[C@@H]5C4)OC3C)OC2C)CC(O)[C@H]1O` (some centres not stated)?
Coupling enz: 1

How did c1ccc(C[C@@H](c2ccccc2)N2CCCCC2)cc1 do in these assays?
Coupling enz: 3

What do the screens show for `C=CCc1cc(OC)c2c(c1OC)OCO2`?
Coupling enz: -2

What do the screens show for `N#Cc1cccc(NC(=O)N2CC3(CCN(C(=O)Oc4ccccc4)CC3)C2)c1`?
Coupling enz: 1

Results for C[C@@H](Cc1ccc(OCC(=O)O)cc1)NC[C@H](O)c1cccc(Cl)c1 ?
Coupling enz: 5

Results for Cc1c(O)c(O)cc2c1CC=C1[C@]3(C)CC[C@]4(C)CC[C@@](C)(C(=O)O)CC4[C@]3(C)CC[C@]12C (some centres not stated) ?
Coupling enz: -1

How did O=P(c1ccccc1)(c1ccccc1)N1CC2(CC2)CC(O)(c2ccccc2)C1 (configuration not stated) do in these assays?
Coupling enz: 3

How did [N-]=[N+]=CC(=O)OCC(N)C(=O)O (configuration not stated) do in these assays?
Coupling enz: 0

How did O=C1CC2OCC=C3CN4CC[C@@]56c7ccccc7N1C5C2C3CC46 (some centres not stated) do in these assays?
Coupling enz: 1

Results for N#Cc1c(Cl)c(Cl)c(Cl)c(C#N)c1Cl ?
Coupling enz: 9

What do the screens show for `CC[C@H](C)[C@H](NC(=O)[C@@H](N)Cc1ccc(O)cc1)C(=O)NCC(=O)N[C@@H](CO)C(=O)N[C@@H](CCCN=C(N)N)C(N)=O`?
Coupling enz: -1

Results for CN1[C@@H]2CC[C@H]1CC(O[C@@H](c1ccccc1)c1ccc(Cl)cc1)C2 (some centres not stated) ?
Coupling enz: -7

How did CN1CCc2cc3c(c4c2[C@H]1Cc1ccccc1-4)OCO3 do in these assays?
Coupling enz: -33*

What do the screens show for `CCCCC/C=C\C/C=C\C/C=C\C/C=C\CCCC(N)=O`?
Coupling enz: 2&6

How did COC1CC(OC2CC[C@@]3(C=O)C4CC[C@]5(C)C(C6=CC(=O)OC6)CC[C@@]5(O)C4CC[C@]3(O)C2)OC(C)C1O (some centres not stated) do in these assays?
Coupling enz: 4

Results for CNc1ccc2oc(C[C@H]3O[C@]4(CC[C@H]3C)O[C@H]([C@H](C)C(=O)c3ccc[nH]3)[C@H](C)C[C@H]4C)nc2c1C(=O)O ?
Coupling enz: -10

For reference, 2 of the compounds above:
How did CC(C)OC(=O)Nc1cccc(Cl)c1 do in these assays?
Coupling enz: 0

How did CCCN(CCC)c1c([N+](=O)[O-])cc(C(F)(F)F)cc1[N+](=O)[O-] do in these assays?
Coupling enz: 0

Next section:
Results for CCCc1cc2c(n1Cc1ccc(C)cc1)C(C)C1CN(C(=O)c3ccccc3)C(C)(C(=O)OC)C21 (configuration not stated) ?
Coupling enz: -6

Results for CCCN(CCC)c1c([N+](=O)[O-])cc(S(N)(=O)=O)cc1[N+](=O)[O-] ?
Coupling enz: -7

Results for Cc1nnc2n1-c1sc(CCC(=O)N3CCOCC3)cc1C(c1ccccc1Cl)=NC2 ?
Coupling enz: 0

Results for N#Cc1c(Oc2cccc(OS(=O)(=O)CCCC(F)(F)F)c2)cccc1C(F)(F)F ?
Coupling enz: -7

How did N#Cc1ccc(CN2CC3(CCNCC3)C2)cc1 do in these assays?
Coupling enz: 1

What do the screens show for `CN(C)C(CSC(N)=O)CSC(N)=O`?
Coupling enz: -2

How did CN1CC(CO)=C[C@H]2c3cccc4[nH]cc(c34)C[C@H]21 do in these assays?
Coupling enz: -11

How did N#Cc1cccc(NC(=O)N2CCCC3(CCN(C(=O)Oc4ccccc4)CC3)C2)c1 do in these assays?
Coupling enz: -2

What do the screens show for `O=C(O)CF`?
Coupling enz: 1

How did CC(=O)OC1CCC23C(=O)OC45CCC(C6=CC(=O)OC6)C4(C)CCC2C5CCC3(O)C1 (configuration not stated) do in these assays?
Coupling enz: 2

What do the screens show for `CC(=O)N1CC2CC(C1)c1cccc(=O)n1C2` (configuration not stated)?
Coupling enz: 1

Results for N#CC(C#N)=Cc1ccc(O)cc1 ?
Coupling enz: 5&11

Results for CC1CC2CCC(O2)C(C)C(=O)OC(C)CC2CCC(O2)C(C)C(=O)OC(C)CC2CCC(O2)C(C)C(=O)OC(C)CC2CCC(O2)C(C)C(=O)O1 (configuration not stated) ?
Coupling enz: 0

How did COC(=O)C12CC3=C[C@H](CC3=O)Cc3ccccc3[C@@H]1CNC2=O (some centres not stated) do in these assays?
Coupling enz: 0&1

What do the screens show for `Nc1ncnc2c1ncn2[C@@H]1O[C@H](COP(=O)(O)OP(=O)(O)OP(=O)(O)O)[C@H]2OC3(O[C@H]21)C([N+](=O)[O-])=CC(=[N+]([O-])[O-])C=C3[N+](=O)[O-]` (some centres not stated)?
Coupling enz: 11

How did CCCCCC1C(=O)O[C@H](C)[C@@H](NC(=O)c2cccc(NC=O)c2O)C(=O)OC(C)C1OC(=O)CC(C)C (some centres not stated) do in these assays?
Coupling enz: 3

What do the screens show for `CC(=O)OC1CC[C@@]2(C)C3CC[C@]4(C)C(=O)CCC4C3CC[C@H]2C1` (some centres not stated)?
Coupling enz: 7

What do the screens show for `O=C1CCC[C@H]2[C@H]3CCCN4CCCC(=CN12)[C@@H]34`?
Coupling enz: -1

Results for CC(C)(C)c1o[nH]c(=O)c1C[C@H](N)C(=O)O ?
Coupling enz: 3

Results for CCCCC/C=C\C/C=C\C/C=C\C/C=C\CCCC(=O)N[C@H](C)CO ?
Coupling enz: -2&-3

How did COc1cc(C2c3cc4c(cc3C(OC(C)=O)[C@H]3COC(=O)C23)OCO4)cc(OC)c1OC (some centres not stated) do in these assays?
Coupling enz: -8&4

How did N#Cc1ccc(CN2CCC3(CC2)CCN(C(=O)Oc2ccccc2)CC3)cc1 do in these assays?
Coupling enz: 3

Results for CN1CCc2cc3c(cc2C1O)OCO3 (configuration not stated) ?
Coupling enz: 1

What do the screens show for `CN(CC(=O)O)C(=O)[C@H](Cc1ccccc1)NC(=O)[C@@H](CCCN=C(N)N)NC(=O)[C@@H](N)Cc1ccc(O)cc1`?
Coupling enz: 3

What do the screens show for `CC1=CC(=O)c2c(O)cccc2C1=O`?
Coupling enz: -48*

How did CCC(=O)CCCCC[C@@H]1NC(=O)[C@H]2CCCCN2C(=O)[C@H]([C@@H](C)CC)NC(=O)[C@H](Cc2cn(OC)c3ccccc23)NC1=O do in these assays?
Coupling enz: 0

Results for CCCCC/C=C\C/C=C\CCCCCCCC(=O)NCCO ?
Coupling enz: -1&2

What do the screens show for `N#Cc1ccc(CN2CC[C@@]3(CCCN(C(=O)Oc4ccccc4)C3)C2)cc1`?
Coupling enz: 0

Results for COC[C@]12CN(C=O)C3C4C(OC)C1[C@@]3(C1CC3(O)C(OC)C(O)C4(OC(C)=O)C1C3OC(=O)c1ccccc1)[C@@H](OC)CC2O (some centres not stated) ?
Coupling enz: 0

What do the screens show for `C=C1C2CCC3[C@@](CC[C@@H]4C(C(=O)O)CC(OC5OC(CO)C(OS(=O)(=O)O)C(OS(=O)(=O)O)C5OC(=O)CC(C)C)C[C@]34C)(C2)C1O` (some centres not stated)?
Coupling enz: -3

How did O=C1CCCC2C3CC(CN12)C1CCCCN1C3 (configuration not stated) do in these assays?
Coupling enz: 8

Results for COc1cc2c(cc1-c1cc3cc4ccoc4cc3oc1=O)OCO2 ?
Coupling enz: 1

What do the screens show for `CC1=C2CCC3C4CCC(=O)[C@@]4(C)CCC3[C@]2(C)CCC1=O` (some centres not stated)?
Coupling enz: 5

What do the screens show for `CCC(C)n1c(=O)[nH]c(C)c(Br)c1=O` (configuration not stated)?
Coupling enz: 0

How did O=c1ccc2[nH]cc(C3=CCNCC3)c2[nH]1 do in these assays?
Coupling enz: -10

How did COC(=O)COc1ccc(C[C@@H](C)NC[C@H](O)c2cccc(Cl)c2)cc1 do in these assays?
Coupling enz: -1

How did CC(C)CC(N)C1(c2ccc(Cl)cc2)CCC1 (configuration not stated) do in these assays?
Coupling enz: -1

Results for c1ccc(N2CCC3(CCNCC3)CC2)nc1 ?
Coupling enz: -2

How did COC(=O)NC/C=C\c1nc(CC/C=C\C(=O)O[C@H]2C[C@H]3CC(=O)O[C@@H](/C=C\CC(C)C)C[C@@H]4CC[C@H](C)[C@H](C[C@@H](OC)C[C@H](C2)O3)O4)co1 do in these assays?
Coupling enz: -5

What do the screens show for `CC[C@@H]1CN2CC[C@@H]1C[C@H]2[C@H](O)c1ccnc2ccc(OC)cc12`?
Coupling enz: 1

How did CC(=O)Oc1ccc(/C=C/c2cc(OC(C)=O)cc(OC(C)=O)c2)cc1 do in these assays?
Coupling enz: -2

How did CC(C)CN1CC2(CCN(C(=O)c3ccncc3)CC2)C1 do in these assays?
Coupling enz: 1

How did Cc1[nH]c(=O)n(C(C)(C)C)c(=O)c1Cl do in these assays?
Coupling enz: 0

Screening data from PubChem.
